Screens: PubChem BioAssay, several laboratories
MITF TRPM1 inh – reduces MITF-dependent TRPM1 promoter luciferase signal; SK-MEL-5 TRPM1 promoter luciferase, 24 h; inhibition, % at 12.5 µM; 330,000 tested, 0.83% active;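 active = mean inhibition across replicates of 60% or more, whatever share of single replicates reaches that level; inconclusive = some that reach 60%, reason not given; inactive = mean inhibition across replicates below 60%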; note: values of inactives mirror those of a sister screen read the other way
aDG glyco up – increases alpha dystroglycan glycosylation; Pro5-aDG cells, alpha-DG glycosylation AlphaScreen (IIH6); 0% Pro5, 100% B10-LARGE cell signal; activation, % at 10 µM; 360,000 tested, 0.22% active;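 active = activation of at least 8% versus controls, or a plate z-score of at least 8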;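 note: Pro5 are CHO cells carrying HIG-tagged alpha-DG that lacks glycosylation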
HIF-2a block – blocks HIF-2a reporter activity. 786-0 RCC cells HIF-2a reporter, luciferase luminescence, overnight. inhibition, % at 18.8 µM. 360,000 tested, 0.72% active;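 active = inhibition of the luminescence signal of 40% or more relative to plate controls, in a single-dose primary screen at 18.75 µM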
Vif inh – HIV Vif inhibition | inhibition, % at 7.49 µM | HEK293T cells, Vif self-association by quenched fluorescence, imaging, 24 h | 340,000 tested, 0.35% active | AID 602346; in the data active = inhibition above about 50%, passing the limit was not always enough; inconclusive = no clear call, values can overlap the other calls; inactive = below about 31%; note: some results filed as inactive read as strong as hits
CaV13 FRET inh – Primary screen for inhibitors of IQ motif and Ca2+-dependent inactivation inhibitor domain binding in CACNA1D, Förster resonance energy transfer in living cells, … | HEK cells, CFP/YFP FRET ICDI-IQ, plate reader, 10 min; percent FRET-ratio fall versus neutral wells | 340,000 tested, 0.098% active | inhibition, % at 12.3 µM;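 active = mean replicate inhibition of at least 30% and at least 1% of replicates passing that level; inconclusive = only one of the two criteria is met; inactive = neither criterion is met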;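 note: 0% = median of the neutral control wells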
Peg3 promoter – reduces Peg3 promoter-driven luciferase expression in HeLa; HeLa PEG-Prom luciferase reporter, luminescence, overnight; inhibition, % at 20 µM; 360,000 tested, 1.7% active; AID 588405;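 active = inhibition of at least 50% at 20 µM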
hiPSC survival – hiPSC single-cell survival enhancement; ATPlite luminescence; 100% = ROCK inhibitor wells, 0% = DMSO; survival enhancement, % at 20 µM; 360,000 tested, 0.044% active; in the data active = survival enhancement above about 18%;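 note: cells exposed to compounds for 16 hours before the ATP read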
PDI turbidity – PDI (human) enzyme inhibition. P07237. PDI insulin aggregation turbidity, A650, 90 min. inhibition, % at 10 µM. 350,000 tested, 0.052% active;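 active = mean inhibition across replicates of 30% or more, whatever share of single replicates reach that level; inconclusive = mean inhibition below 30% while every single replicate reaches 30%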;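 note: absorbance from insulin aggregation driven by PDI reduction with DTT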
Target sequence (P07237 whole entry, looked up): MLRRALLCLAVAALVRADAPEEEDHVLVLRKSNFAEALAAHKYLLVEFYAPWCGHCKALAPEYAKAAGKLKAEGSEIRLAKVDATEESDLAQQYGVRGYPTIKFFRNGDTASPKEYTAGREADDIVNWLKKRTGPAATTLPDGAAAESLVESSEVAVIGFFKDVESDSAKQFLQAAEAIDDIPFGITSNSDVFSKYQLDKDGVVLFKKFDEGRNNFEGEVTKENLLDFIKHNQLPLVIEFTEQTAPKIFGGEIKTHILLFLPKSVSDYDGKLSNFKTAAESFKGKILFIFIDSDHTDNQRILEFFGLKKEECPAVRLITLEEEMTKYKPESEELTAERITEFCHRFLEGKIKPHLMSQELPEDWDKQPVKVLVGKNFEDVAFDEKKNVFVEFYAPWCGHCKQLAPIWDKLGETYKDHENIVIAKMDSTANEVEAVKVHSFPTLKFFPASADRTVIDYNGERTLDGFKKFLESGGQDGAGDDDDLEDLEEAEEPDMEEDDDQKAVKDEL
NR2E3 ag-1 – activates human photoreceptor nuclear receptor NR2E3 | GST-NR2E3/biotin-RetCOR TR-FRET, 1536-well | inhibition of corepressor binding, % at 4.78 µM | 320,000 tested, 0.12% active | AID 2300;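 active = percent inhibition above the cutoff of mean plus 3 SD of all tested compounds, set per screening campaign, cut at about 20% in these data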;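 note: 0% = DMSO wells and 100% = biotin wells as full block of FRET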
Target sequence (Q9Y5X4 whole entry, looked up): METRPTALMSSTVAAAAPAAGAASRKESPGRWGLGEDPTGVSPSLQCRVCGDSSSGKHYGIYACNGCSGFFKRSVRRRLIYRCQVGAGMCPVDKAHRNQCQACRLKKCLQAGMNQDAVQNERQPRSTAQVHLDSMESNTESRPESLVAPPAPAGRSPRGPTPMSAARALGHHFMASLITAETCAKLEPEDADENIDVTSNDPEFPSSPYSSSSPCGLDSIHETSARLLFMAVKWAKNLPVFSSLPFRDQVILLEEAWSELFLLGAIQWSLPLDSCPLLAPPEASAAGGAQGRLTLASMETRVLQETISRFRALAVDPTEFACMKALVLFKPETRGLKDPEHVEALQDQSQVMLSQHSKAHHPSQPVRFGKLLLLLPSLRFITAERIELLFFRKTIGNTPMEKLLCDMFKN
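Material: NR2E3–RetCOR corepressor complex | Quantity: 1.35 nM GST-tagged NR2E3 final | Schedule: 5 h at 4 °C | Replication: Singlicate compound wells | Reagent: RetCOR corepressor, biotinylated, 7 nM | Controls: Biotin wells as high control, 0.6% DMSO wells as low control | Signal: TR-FRET, Eu(K)-anti-GST donor, streptavidin-D2 acceptor, ex 340, em 617/671 nm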
Exocytosis inh – lytic granule exocytosis inhibition. AID 651702. inhibition, % at 10 µM. TALL-104 LAMP-1 surface exposure, flow cytometry; cells stimulated with thapsigargin and PMA. 360,000 tested, 0.66% active;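 active = inhibition above about 55%, limit read from the data; inconclusive = no clear call, values can overlap the other calls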
NR2E3 ag-2 – activates human NR2E3 receptor; Q9Y5X4; CHO-S Gal4-NCOR/VP16-NR2E3 two-hybrid, luciferase; inhibition of corepressor binding, % at 3.98 µM; 360,000 tested, 0.35% active; AID 602229;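 active = inhibition above the mean of all tested compounds plus 3 SD, cut at about 70% in these data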;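 note: 0% = DMSO with NR2E3 transfected cells and 100% = cells lacking NR2E3 construct; higher means lower luciferase signal from less NR2E3 corepressor binding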
Active calls of the source: *; u = inconclusive; x = no result given; & = joins results of further samples. Compounds were not picked by outcome; overall some 3.5% were active at least once.

SMILES	MITF TRPM1 inh	aDG glyco up	HIF-2a block	Vif inh	CaV13 FRET inh	Peg3 promoter	hiPSC survival	PDI turbidity	NR2E3 ag-1	Exocytosis inh	NR2E3 ag-2
CCN(C(=O)COC(=O)CSc1ccc(C)c(C)c1)C1CCS(=O)(=O)C1 (stereo unspecified)	2	-0.2	9	4	-6	-14	-0.6	1	-1	26	-7
CC(C)CC1C(C#N)=C(N)OC2=C1C(=O)CC(c1ccccc1)C2 (stereo unspecified)	-5	-0.1	5	4	-5	1	-0.7	-3	2	-3	-40
COc1ccc(OC)c(NC(=O)COc2cc(O)c3c(c2)OC(C)(C)CC3=O)c1	x	-0.2	-96	-33	x	-12	-1.1	x	x	-5	-3
O=C(O)c1ccc(C2NCC(c3ccccc3Cl)c3c2[nH]c2ccccc32)cc1 (stereo unspecified)	21	0.1	14	8	-2	4	-0.4	1	-4	1	3
C=CCN1C(=O)C(O)(CC(=O)c2ccc(N)cc2)c2ccccc21 (stereo unspecified)	-6	0.3	4	-1	x	3	7.9	1	3	1	-10
O=C(C[n+]1ccccc1)N/N=C/c1ccc(Cl)c(Cl)c1	-2	0.0	12	-8	-19	-5	-0.5	6	1	1	-12
CC(=O)N1CCC(N(CCN2CCOCC2)C(=O)Nc2ccc(Cl)c(Cl)c2)CC1	8	0.1	9	3	-5	-6	-1.7	9	-1	7	-9
COc1ccccc1NS(=O)(=O)c1ccc(C)c(C(=O)NCC2CCCO2)c1 (stereo unspecified)	11	-0.1	12	6	-6	-1	-2.3	-1	-2	-4	7
CC1CC(C)CN(C(=O)COC(=O)COc2ccccc2C#N)C1 (stereo unspecified)	-3	-0.2	3	7	-2	0	1.6	-16	0	1	-17
O=C(Nc1nc2ccccc2s1)c1ccccc1	15	-0.4	-164	-22	-10	-168	-0.9	-3	2	-1	-170
CCOc1ccccc1NC(=O)N1CCN(S(C)(=O)=O)CC1	-8	0.4	7	0	-3	-2	1.7	3	-1	-5	-1
CC(=O)Nc1ccc(C(=O)NNC(=O)C2C3CCCCC32)cc1 (stereo unspecified)	-17	1.9	-15	-5	x	2	-0.5	3	2	-4	-31
COc1ccc(C(=O)/C=C/c2ccc(OC)cc2OC)c(O)c1	-91	-0.1	-186	-4	x	-209	0.3	x	3	2	-32
COc1ccc(N2CCN(C(=O)C(=O)c3c(C)[nH]c4ccccc34)CC2)cc1	-4	0.0	12	14	-6	10	0.6	1	0	2	-33
CCOC(=O)COn1c(=O)c(-c2ccc(Cl)cc2)[n+]([O-])c2ccccc21	-35	-0.1	-45	-10	-17	-48	-0.4	-11	x	-9	-15
Cc1ccc(N=CNc2ccc(C)cc2C)c(C)c1	7	0.9	8	-8	-4	16	-0.7	0	-3	-1	-5
Cc1cc(NC(=O)CCN2C(=O)/C(=C/c3ccccc3Cl)SC2=S)no1	10	-0.3	0	-4	-14	9	-0.9	-8	-3	-5	-15
CCc1ccc(NC(=O)CC2C(=O)NCCN2C(=O)c2ccccc2OC)cc1 (stereo unspecified)	-2	-0.3	18	2	-5	22	-0.4	3	4	-2	-31
O=C(O)C1CCCCC1C(=O)Nc1ccc2c(c1)CCC2 (stereo unspecified)	-18	0.1	-11	-8	-2	3	9.6	-4	0	-1	-24
COc1ccc(/C=N/Nc2ccccn2)cc1O	-86	0.1	-132	-3	-2	-234	0.0	6	2	-4	-44
CCCCCCCCCCCCCCCC[N+](C)(C)CCN(Cc1ccc(OC)cc1)c1ncccn1	103*	0.1	86*	1	x	105*	-5.0	30	1	30	-1
O=C(Nc1ccccc1F)C1C2C=CC3(O2)C1C(=O)N(c1cccnc1)C3C(=O)NC1CCCCC1 (stereo unspecified)	0	-0.3	17	2	x	7	4.9	-1	-1	3	-10
Cn1c(Sc2nc3ccccc3n2C)nc2ccccc21	17	-0.1	26	0	-4	-15	7.1	-3	-2	-3	76*
CCSc1ccccc1C(=O)N1CCC2(CC1)CC(=O)c1ccccc1O2	-1	-0.1	13	17	-4	9	-0.2	16	-1	-8	19
CC(C)Sc1nc2ccsc2c(=O)[nH]1	-8	-0.4	14	5	-5	17	-0.1	-4	4	-5	-8
Cc1ccc(S(=O)(=O)c2cc3ccccc3oc2=O)cc1	-4	0.3	17	16	-5	42	-1.7	1	-1	0	6
Cc1ccc(/C=N/Nc2nncn2N)cc1	8	0.1	3	-3	-2	-16	0.8	0	0	10	0
COc1ccc(NC(=O)CSc2nc(-c3ccc(C)cc3)cc(C(F)(F)F)c2C#N)cc1	3	-0.1	6	4	-6	10	-0.3	6	0	8	-17
COc1cc(NC(=O)C2CCCN(S(=O)(=O)c3cnc[nH]3)C2)cc(OC)c1 (stereo unspecified)	4	0.2	7	-1	0	6	-0.3	19	-4	-1	-7
CCCCOC(=O)C1C2CCC(O2)C1C(=O)OCC (stereo unspecified)	10	-0.2	3	-1	-6	2	-1.6	-2	x	-7	-8
Cc1ccc(S(=O)(=O)Nc2nc3ccccc3s2)cc1[N+](=O)[O-]	10	-0.1	4	0	-6	19	-0.6	-5	-2	-4	-7
CCOC(=O)Cc1csc(NC(=O)CSc2nc3sc(C(=O)O)c(C)c3c(=O)[nH]2)n1	5	-0.1	11	5	-7	7	-0.2	17	3	2	-11
Cc1ccc(S(=O)(=O)N2CCCC(C(=O)N3CCN(c4ccccc4)CC3)C2)cc1 (stereo unspecified)	13	0.8	22	-5	-7	10	0.5	6	0	14	0
O=C(O)CCSc1nc(C(F)(F)F)cc(=O)n1-c1ccccc1	-7	0.2	2	-8	-4	-11	0.5	-2	1	-1	-15
O=C(CC1C(=O)NCCN1C(=O)Nc1ccccc1)Nc1ccc2c(c1)OCCO2 (stereo unspecified)	5	-0.2	8	2	-5	23	2.0	-6	-7	2	14
COc1ccc2nc(SCC(=O)NC(C)c3ccccc3)[nH]c2c1 (stereo unspecified)	-2	0.2	5	8	-3	9	0.5	7	-4	1	-11
CC(C)(C)c1ccc(C(O)c2ncc(-c3cccc(F)c3)[nH]2)cc1 (stereo unspecified)	x	-0.3	-37	-6	-5	-11	-0.6	9	x	-12	-23
COCCN(C(=S)Nc1ccccc1OC)C1CCN(C(C)=O)CC1	11	0.0	9	0	-3	17	-0.3	18	1	1	-5
Cc1cc(-c2ccccc2)nc2cc(C(=O)NCc3ccco3)nn12	9	0.2	5	11	-2	1	-0.5	x	4	-3	-2
O=C(CSc1nnc(-c2cccnc2)o1)c1cc2ccccc2oc1=O	22	-0.1	4	-4	-4	14	2.5	15	2	-2	-30

Next part; the last 2 above are carried over.
SMILES	MITF TRPM1 inh	aDG glyco up	HIF-2a block	Vif inh	CaV13 FRET inh	Peg3 promoter	hiPSC survival	PDI turbidity	NR2E3 ag-1	Exocytosis inh	NR2E3 ag-2
Cc1cc(-c2ccccc2)nc2cc(C(=O)NCc3ccco3)nn12	9	0.2	5	11	-2	1	-0.5	x	4	-3	-2
O=C(CSc1nnc(-c2cccnc2)o1)c1cc2ccccc2oc1=O	22	-0.1	4	-4	-4	14	2.5	15	2	-2	-30
COc1ccc(C2NC(c3ccc(OC)cc3OC)C(C)C(=O)C2C)c(OC)c1 (stereo unspecified)	20	0.2	18	-18	3	12	0.0	2	3	-2	-14
O=C(O)CCOc1ccc2c(c1)OCCO2	0	0.9	10	-5	x	10	4.3	-4	4	-1	-25
O=C(Nc1ncccn1)c1ccc(C(F)(F)F)cc1	-3	0.0	-62	x	-4	-65	-0.7	6	-4	-5	13
CC1(C(=O)NS(=O)(=O)c2ccc(Cl)cc2)CCN1C(=O)Cc1cc(F)ccc1F (stereo unspecified)	x	0.0	-22	x	-3	-13	0.5	0	x	-5	-7
Cc1cccc([C@@H]2[C@@H]3C(=O)N(Cc4ccccc4)C(=O)[C@@H]3[C@]3(C)C(=O)N(c4ccc(C(F)(F)F)cc4)C(=O)N23)c1	7	0.3	-10	0	x	-12	0.1	7	1	-3	7
Cc1ccc2c(c1)NC(=O)c1cc([N+](=O)[O-])ccc1O2	-7	-0.2	2	-2	-9	6	3.5	1	0	0	-7
CCN(CC)CCSc1nnc(Nc2ccccc2)n1-c1ccccc1	2	-0.4	1	-1	-5	-38	-1.5	3	-2	-4	-1
CC(=O)Nc1cccc(C(=O)N2CCN(S(=O)(=O)c3ccc(C4CCCCC4)cc3)CC2)c1	10	0.7	13	-15	-2	13	0.2	-10	x	-2	22
COc1ccc(CCNC(=O)Cn2nc([N+](=O)[O-])c(Br)c2C)cc1OC	1	-0.3	18	-4	-2	13	-0.4	-13	0	0	-26
CC(=O)Nc1ccc(NC(=O)CSc2nc3nc(C)cc(C)c3c(=O)[nH]2)cc1	3	0.0	5	1	-15	-7	2.0	7	1	0	-20
O=C(O)c1cc2nc(-c3ccccc3)cc(-c3ccccc3)n2n1	0	-0.2	21	-1	-4	16	1.4	-1	0	0	4
O=C(NCc1ccccc1)c1nnc(CS(=O)(=O)c2ccccc2)o1	x	-0.1	2	12	-5	-7	-1.6	x	2	4	23
CC1CCN(C(=O)c2[nH]cnc2C(=O)NCC(=O)OC(C)(C)C)CC1	-6	0.1	7	-2	5	-4	26*	1	-1	-1	-2
NC(Cc1ccccc1)c1csc(Nc2nncc3ccccc23)n1 (stereo unspecified)	x	2.1	-25	-1	-5	96*	-3.6	4	x	12	-7
Cc1c(C)n(CC(O)CN2CCCCC2)c2ccccc12 (stereo unspecified)	-8	0.0	18	0	-4	-11	-1.5	5	2	-3	13
CNC(=O)Cn1c(=O)n(C)c2ccccc21	19	1.2	17	9	x	-7	1.2	10	-1	-2	-2
O=C(NCc1nc2ccccc2[nH]1)C1=C[C@@H](c2ccc(Br)cc2)C[C@@H](OCCCCO)O1	-1	0.4	20	-5	-5	8	0.3	3	-3	-10	-7
OCCN1CCN(CC(O)COc2ccc3ccccc3c2)CC1 (stereo unspecified)	-3	-0.3&-0.1	-2&-5	u	-10	-14&8	4.2&-1.1	10&-1	-1	-4&19	-48&24
CC1(/[N+]([O-])=C\c2ccccc2F)CCCCC1=O (stereo unspecified)	0	0.0	13	-3	-4	5	-0.1	-2	-1	12	-8
CC1=NN(C(N)=S)C(=O)C1N=Nc1ccc(C)c(Br)c1 (stereo unspecified)	-55	-0.1	-195	5	-3	-288	-0.2	0	-4	4	-38
CC(=O)N1CCN(S(=O)(=O)c2ccc(S(=O)(=O)NC3CC3)cc2)CC1	3	-0.1	11	3	-4	-4	-3.9	1	-1	-4	-26
Fc1ccc(-c2nc3c(Cl)cc(C(F)(F)F)cn3c2Cc2cccc(F)c2)cc1	x	-0.2	12	x	-10	26	2.9	x	x	11	6
